GPR55 beta-arrestin: selective activators of receptor GPR55 – imaging, U2OS cells, beta-arrestin-GFP redistribution, primary screen (AID 1961). one-dose activation, % at 10 µM; EC50 in µM for titrated hits. hit rate 0.048% among 290,000. U2OS GPR55 beta-arrestin-GFP redistribution imaging; higher % means a stronger effect;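 active means activation above 40% with more than 50 cells counted in the well; inconclusive means wells holding fewer than 50 cells, flagged as toxic or sparse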;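 further: U2OS osteosarcoma cells stably expressing GPR55 and beta-arrestin-GFP; plate controls were DMSO negative control for no effect and LPI positive control for full effect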
KOR beta-arrestin-1: KOR antagonists, beta-arrestin recruitment, cell-based, luminescence, uHTS (AID 1778); KOR beta-arrestin recruitment, luminescence, antagonist mode; higher % means a stronger effect; inhibition, % at 10 µM; hits with a dose series show IC50 in µM; hit rate 0.091% among 290,000; further: strong numbers were not always called active
HIV peptide binding: inhibitors of HIV fusion peptide binding, primary screen, biochemical, uHTS, fluorescence dequenching (AID 1986); cell-free peptide binding, fluorescence dequenching, 30 min; higher % means a stronger effect; inhibition, % at 20 µM; hits with a dose series show IC50 in µM; hit rate 0.3% among 290,000; in the data active means inhibition mostly above about 52%, no sharp cut-off; inactive means mostly below about 76%; further: some results filed as inactive read as strong as hits
Myeloid diff 2: myeloid differentiation induction | AID 624256 | calls only at 10 µM | ER-HoxA9 myeloid progenitors, lysozyme-GFP differentiation, flow cytometry | hit rate 1% among 360,000;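 active means normalized GFP-positive differentiation at or above the plate's own cutoff, the solvent-only control mean plus 3 SD; inconclusive means no clear call, values can overlap the other calls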;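 further: cells exposed to compound for four days before flow analysis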
NOD2 inhibition: NOD2 signaling inhibitors, cell-based, luminescence, uHTS, HEK293 (AID 1566) | HEK293 NOD2/NF-kB luciferase reporter, luminescence; higher % means a stronger effect | inhibition, % at 4 µM, or EC50 in µM where a hit was titrated | hit rate 0.63% among 290,000; further: many of its hits are not listed in these tables
NOD1 inhibition: inhibition of NOD1-driven NF-kB reporter – cell-based, luminescence, uHTS, primary screen (AID 1578); NOD1-driven NF-kB luciferase reporter cells, luminescence; higher % means a stronger effect; inhibition, % at 4 µM; hits with a dose series show EC50 in µM; hit rate 1% among 290,000; in the data active means inhibition mostly above about 36%, no sharp cut-off; inactive means mostly below about 34%;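 further: HEK-293T reporter cells stimulated with the NOD1 agonist gamma-tri-DAP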
KOR beta-arrestin-2: KOR agonists, beta-arrestin recruitment, primary screen, cell-based, luminescence, uHTS (AID 1777); KOR beta-arrestin recruitment, luminescence; higher % means a stronger effect; activation, % at 10 µM, or EC50 in µM where a hit was titrated; hit rate 0.02% among 280,000; in the data active means activation above about 50%, passing the limit was not always enough; further: a part of the inactive calls stands beside numbers as strong as those of hits
GPR35 antagonists: GPR35 antagonists blocking zaprinast-driven arrestin recruitment, primary screen, imaging, U2OS, beta-arrestin-GFP, zaprinast agonist (AID 2058) | inhibition, % at 10 µM; hits with a dose series show IC50 in µM | hit rate 0.052% among 290,000 | U2OS GPR35 beta-arrestin-GFP translocation imaging, zaprinast antagonism; higher % means a stronger effect;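 active means inhibition of at least 50% with at least 30 cells and total cytoplasm GFP at most 10,000,000; inconclusive means under 30 cells or total GFP of 10,000,000 plus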
GPR55 LPI antagonism: GPR55 antagonists blocking LPI-driven arrestin recruitment, primary screen, imaging, U2OS, beta-arrestin-GFP, LPI agonist (AID 2013); U2OS GPR55 beta-arrestin-GFP translocation imaging, LPI antagonism; higher % means a stronger effect; hit rate 0.13% among 290,000; inhibition, % at 10 µM; hits with a dose series show IC50 in µM;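 active means spots per cell inhibited over 60%, with over 100 cells counted and total cytoplasm intensity under 500,000; inconclusive means wells with under 100 cells, flagged as likely toxic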;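 further: U2OS cells stably carrying GPR55 and arrestin-GFP stimulated by 5 µM LPI near EC80; imaged beta-arrestin-GFP aggregate spots per cell after agonist stimulation; plate controls were LPI-stimulated DMSO wells for no effect and DMSO wells without LPI for full effect; some results filed as inactive read as strong as hits; confirmed hits need IC50 under 10 µM and bright autofluorescent wells are also inconclusive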
Myeloid diff 2 GFP+ MAC1+ %: also measured in Myeloid diff 2; calls as there; GFP+ MAC1+ double positive, %; measured here: differentiation confirmed by MAC1 staining
The depositor's hits bear a star; i = inactive; ? = inconclusive; . = no result given; [ ] = dose if it differs, or a comment. Unless noted, no stated cut-off is given here; in the data, active means inhibition above about 50%; inactive means the rest.

SMILES	GPR55 beta-arrestin	KOR beta-arrestin-1	HIV peptide binding	Myeloid diff 2	Myeloid diff 2 GFP+ MAC1+ %	NOD2 inhibition	NOD1 inhibition	KOR beta-arrestin-2	GPR35 antagonists	GPR55 LPI antagonism
COc1ccc(CN2C(=O)c3cccnc3C2=O)cc1S(=O)(=O)N1CCOc2ccc(Cl)cc21	0.2%	-32%	-1.5%	i	0.8	12%	-9%	-0.7%	-19%	-1%
CC(=O)C1=C(O)C(=O)N(Cc2cccnc2)C1c1ccc(C(C)C)cc1 (centres undefined)	0.9%	-3%	1.0%	i	0.6	6%	-18%	0.5%	5%	6%
COc1ccc([N+](=O)[O-])cc1N(CC(=O)Nc1ccccc1C(=O)N1CCCC1)S(C)(=O)=O	0.0%	5%	0.7%	i	0.2	0%	-23%	-6.0%	-5%	13%
COc1cc(C=NCC2OCCc3ccccc32)cc(OC)c1 (centres undefined)	-0.2%	12%	2.8%	i	0.6	13%	-15%	-1.6%	1%	4%
CCCOC(=O)c1c(NC(=O)CCC(=O)O)sc2c1CCCCC2	0.0%	4%	4.2%	i	1.1	41%	21%	-2.9%	3%	6%
CC1(C)Nc2ccc(O)cc2-c2c1ssc2=S	0.1%	-21%	34%	i	0.5	16%	17%	-6.6%	-3%	1%
CCn1c(SCC(=O)N2CCCc3ccccc32)nc2c(c1=O)SC(C)C2 (centres undefined)	-0.1%	0%	0.2%	i	5.0	24%	6%	-0.3%	7%	7%
NNC(=O)CCn1c2ccccc2c2ccccc21	-0.3%	3%[20 µM]	-1.8%	i	1.6	12%	-18%	-3.9%	2%	9%
Cc1cc(=O)[nH]c(SCC(=O)N2c3ccccc3CC2C)n1 (centres undefined)	0.0%	20%	0.6%	i	1.1	8%	-7%	-2.7%	8%	-13%
CCOC(=O)CCSCC(=O)N1N=C(c2cccs2)CC1c1ccc(C)cc1 (centres undefined)	-0.3%	-7%	-0.9%	i	0.2	-12%	-26%	0.3%	2%	9%
Cn1c(N)c(C(=O)COC(=O)COc2ccccc2C#N)c(=O)n(C)c1=O	-0.7%	26%	-0.7%	i	0.6	14%	-22%	-5.8%	-17%	-8%
O=C(C[n+]1cccc2ccccc21)c1ccc(NC(=O)c2ccccc2)cc1	-0.4%	17%	2.3%	i	0.6	-3%	-1%	-2.6%	9%	5%
COc1ccccc1CNCc1cc(=O)oc2c(C)c(C)ccc12	0.2%	-12%	-1.1%	i	0.6	15%	2%	-1.0%	0%	-5%
COc1cc(CNCc2ccc(C(=O)O)cc2)ccc1OCc1ccc(F)cc1	0.0%	14%	-1.5%	i	0.6	-8%	-5%	-1.5%	-3%	6%
Cc1cccc(OCCCN2CCOCC2)c1	-0.1%	-17%[20 µM]	2.1%	i	0.5	-20%	-7%	-2.0%	-12%	17%
Cc1nc2c(C(=O)NCc3ccccc3Cl)c[nH]n2c(=O)c1Cl	-0.3%	13%	49%	i	7.1	7%	-25%	-4.7%	-12%	5%
Cc1ccc(-c2nnc(Oc3ccc(NC(=O)c4ccccc4)cc3)c3ccccc23)cc1	-0.1%	16%	4.1%	i	0.4	-2%	-50%	-0.1%	-10%	10%
COC(=O)CSc1nnc(CNC(=O)c2cc(OC)c(OC)c(OC)c2)n1C	-0.1%	-10%	1.1%	i	2.5	-11%	-22%	0.0%	18%	4%
C#CCOc1ccc2c(C)cc(=O)oc2c1	0.3%	-6%	1.2%	i	2.4	-60%	-29%	-0.5%	-1%	11%
CCN1CCN(CCNC(=O)c2ccc(CS(=O)(=O)c3ccccc3C)o2)CC1	0.3%	-32%	0.2%	i	1.1	2%	-7%	1.0%	-6%	-7%
Nc1nc2nonc2nc1N1CCCCC1	-0.3%	-23%	0.8%	i	0.5	-9%	4%	4.1%	-4%	10%
Cc1ccccc1NS(=O)(=O)c1cccc2nsnc12	0.3%	18%	0.6%	i	0.1	13%	-10%	-1.6%	4%	9%
CCOC(=O)C1CCN(Cc2cnc(Oc3ccc(OC)cc3)s2)CC1	0.0%	-16%	-2.9%	i	1.0	-2%	16%	-2.2%	7%	-11%
CCn1c(-c2ccccc2SC)n[nH]c1=S	0.2%	18%	-2.3%	i	0.2	5%	-26%	-9.4%	0%	26%
Cc1cccc(Cn2c(SCCN3CCCCC3)nc3c2c(=O)[nH]c(=O)n3C)c1	-0.1%	24%	-1.3%	i	4.5	-8%	-2%	-1.7%	10%	-3%
Cc1ccc(-n2c(COc3ccccc3)n[nH]c2=S)cc1	-0.3%	2%	-1.5%	i	0.2	4%	-40%	-2.6%	4%	-8%
O=C(O)c1ccc(NC2CC(=O)N(Cc3ccccc3)C2=O)cc1 (centres undefined)	0.8%	2%	-0.4%	i	0.7	3%	-25%	0.3%	-11%	5%
COc1ccc(/C=N/NC(=O)c2ccc(COc3ccccc3Cl)o2)c(OC)c1C	0.2%	-360%	0.7%	i	0.6	-86%	-52%	7.6%	.	3%
C/C(=N/NC(=O)c1ccccc1O)c1ccc(N2C(=O)C3CCCCC3C2=O)cc1 (centres undefined)	-0.1%	27%	0.8%	i	0.7	12%	6%	0.7%	3%	7%
O=C(CN1CCN(c2ccccc2F)CC1)NCc1ccc(Cl)cc1	-0.2%	-22%	-0.5%	i	0.4	0%	-13%	2.4%	3%	-3%
COc1ccccc1/C=C/C=N/NC(=O)CC1C(=O)NN=C1C (centres undefined)	-0.2%	-2%	-1.6%	i	1.0	11%	0%	1.0%	25%	-6%
O=C(CNc1ccccc1Cl)c1ccc(Br)cc1	-0.2%	-28%[20 µM]	6.4%	i	0.5	3%	-7%	-2.0%	6%	-10%
O=C(CSc1ccc2c(c1)OCCO2)Nc1ccc2c(c1)OCO2	-0.2%	-38%	-3.4%	i	0.6	4%	5%	-6.3%	-11%	4%
CC(C)NC(=O)C(C)N1CCN(S(=O)(=O)c2ccc3ccccc3c2)CC1 (centres undefined)	-0.3%	-28%	-0.7%	i	1.9	7%	-13%	-0.4%	4%	-7%
CCN1CCN(c2ccc(S(=O)(=O)N(CC)CC)cc2[N+](=O)[O-])CC1	-0.8%	13%	-1.5%	i	0.6	16%	-8%	4.8%	8%	0%
CC(O)c1nc2ccccc2n1CCOc1ccccc1 (centres undefined)	-0.5%	22%	-2.6%	i	0.4	-33%	18%	-3.2%	14%	11%
CCOC(=O)C(=Cc1c[nH]c2ccc(S(=O)(=O)N(C)C)cc12)C(=O)OCC	1.5%	32%	-1.1%	i	0.6	-24%	44%*	-1.2%	-4%	4%
CCc1cccc(NC(=O)Cc2ccc([N+](=O)[O-])cc2)c1	-0.2%	2%	-0.4%	i	0.8	5%	-3%	0.9%	13%	3%
COc1ccc(NC(=O)C2CCCN2C(=O)OCc2ccccc2)c(OC)c1 (centres undefined)	-0.1%	12%	-2.0%	i	0.8	-8%	-20%	-1.4%	-4%	6%
CCC1CCCCN1C(=O)CSc1nnc(-c2cccs2)o1 (centres undefined)	-0.2%	-5%	-0.7%	i	1.7	-43%	-41%	1.1%	12%	-6%
O=C1c2ccccc2C(=O)c2cc(NC(=O)C3CC3)ccc21	-0.6%	45%	-4.7%	i	0.3	23%	-9%	-4.2%	-1%	-10%
Cc1ccnc(N2CCCC(C(=O)Nc3nnc(C)s3)C2)n1 (centres undefined)	-0.2%	-7%	3.5%	i	6.3	5%	10%	8.3%	16%	4%
O=C(O)C1CC(c2ccc(F)cc2)=NO1 (centres undefined)	-0.1%	-38%	2.8%	i	7.3	11%	-16%	9.2%	6%	2%
Cc1cc(NC(=O)c2ccno2)no1	-0.2%	4%	1.5%	i	1.6	7%	-31%	2.3%	16%	13%
CCCC(=O)Nc1ccccc1-c1nnn(CC(=O)Nc2ccc(OCC)cc2)n1	-0.3%	-21%	-2.0%	i	0.8	16%	44%	11%	2%	-1%
CCOc1ccc(NC(=O)NCCN2CCN(c3ccccc3F)CC2)cc1	-0.1%	9%	1.0%	i	0.5	-12%	-5%	-2.4%	10%	8%
Cc1ccc(OCCN2C(=O)OC(C)(C)C2(C)O)cc1 (centres undefined)	0.0%	10%	-0.3%	i	0.7	7%	8%	-1.8%	11%	10%
O=C(c1ccco1)N1CCN(C(=O)c2ccc(CS(=O)c3ccc(F)cc3)o2)CC1 (centres undefined)	-0.2%	-34%	-0.2%	?	.	-8%	-23%	4.8%	10%	-4%
CCOc1cc(/C=N/NC(=O)c2nn(C)cc2Br)ccc1OCc1ccccc1	-0.4%	-17%	-0.8%	i	1.9	-4%	21%	0.9%	12%	5%
CC(Sc1nnc(N)s1)C(=O)Nc1nccs1 (centres undefined)	-0.2%	0%	0.0%	i	1.2	-1%	-33%	-1.1%	0%	13%
COc1ccc(-c2nn(-c3ccccc3)cc2C2CC(c3cccs3)=NN2C(=O)CCC(=O)O)cc1 (centres undefined)	-0.1%	6%	9.0%	i	0.4	16%	-1%	-0.5%	-5%	3%
CC1(C)CC(=O)c2sc(NC(=O)c3ccc4ncsc4c3)nc2C1	-0.3%	-16%	6.7%	i	2.3	-32%	-34%	-2.1%	-5%	2%
COC(=O)[C@@]1(Cc2ccccc2)[C@@H]2C(=CC(=O)[C@H]2CC(=O)C(=O)N(C)C)CN1C(=O)c1ccccc1	-0.1%	-15%	5.6%	?	.	16%	48%	0.7%	-3%	13%
CC1(C)CN(O)CCN1O	-0.5%	8%	1.7%	i	0.4	10%	-18%	-2.7%	14%	-3%
O=C(N/N=C\C=C\c1ccc2c(c1)OCO2)c1cccnc1	0.6%	-17%	0.4%	i	0.3	8%	-17%	-1.1%	-3%	14%
Cc1nc2ccccc2c2nc(N)nn12	-0.2%	35%	-0.5%	i	0.7	-4%	-34%	-2.5%	-3%	-3%

Two entries from above, reformatted:
| smiles | GPR55 beta-arrestin | KOR beta-arrestin-1 | HIV peptide binding | Myeloid diff 2 | Myeloid diff 2 GFP+ MAC1+ % | NOD2 inhibition | NOD1 inhibition | KOR beta-arrestin-2 | GPR35 antagonists | GPR55 LPI antagonism |
| --- | --- | --- | --- | --- | --- | --- | --- | --- | --- | --- |
| CC1(C)Nc2ccc(O)cc2-c2c1ssc2=S | 0.1% | -21% | 34% | i | 0.5 | 16% | 17% | -6.6% | -3% | 1% |
| NNC(=O)CCn1c2ccccc2c2ccccc21 | -0.3% | 3%[20 µM] | -1.8% | i | 1.6 | 12% | -18% | -3.9% | 2% | 9% |

Some values from the list.
NOD2 inhibition result of O=C(CSc1ccc2c(c1)OCCO2)Nc1ccc2c(c1)OCO2 → 4%
KOR beta-arrestin-1 result of O=C1c2ccccc2C(=O)c2cc(NC(=O)C3CC3)ccc21 → 45%

Only part of the results is shown. The share of hits here may be higher or lower than overall.
